Pf apPOL block: Pf-apPOL DNA polymerase inhibition. Recombinant Pf-apPOL, molecular beacon fluorescence, 1.5 h. inhibition, % at 10 µM. 210,000 tested, 0.25% active. AID 1794808
mHTT CaM bind: inhibitors of human mutant huntingtin-calmodulin interaction | P42858 | AlphaScreen His-mHTT/GST-CaM binding, luminescence | inhibition, % at 15 µM | 190,000 tested, 3.6% active | AID 1671202;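 also: 0% = both proteins with DMSO and 100% = one protein alone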
An asterisk follows results filed as active; & = joins results of further samples. Rule as the data show it: active = inhibition above about 50%; inactive = the rest.

For CCn1cnnc1C1CCCCN1C(=O)Cc1ccsc1 (centres undefined) the results were Pf apPOL block -2 and mHTT CaM bind 1.
Screening O=C1OC2CC3CC2C1C3C(=O)N1CCN(c2ccc(F)cc2)CC1 (centres undefined) returned Pf apPOL block -4 and mHTT CaM bind -3.
Cc1ccc(Cc2c(C)nc3nc(SCC(=O)NCCC(C)C)nn3c2C)cc1 was read as Pf apPOL block 7 and mHTT CaM bind -1.
For Fc1ccc(C2=Nn3c(nnc3-c3ccccc3Br)SC2)cc1 the results were Pf apPOL block -2 and mHTT CaM bind -1.
Screening CC(=O)N1c2c(cc(Br)cc2S(=O)(=O)N2CCCC(C)C2)CC1C (centres undefined) returned Pf apPOL block -5 and mHTT CaM bind 17.
CC(=O)Nc1ccc(S(=O)(=O)NCCCNc2ccc([N+](=O)[O-])cc2Cl)cc1 was read as Pf apPOL block -6 and mHTT CaM bind 11.
`CC(=O)C(Sc1ccc2nnc(-c3ccc(C)cc3)n2n1)C(C)=O` gave Pf apPOL block -3 and mHTT CaM bind -5.
`CCN(C)Cc1nc2sc3c(c2c(=O)[nH]1)CCC(C)C3` (centres undefined) gave Pf apPOL block 0 and mHTT CaM bind 8.
`COc1cc(NC(=O)N2CCCC2c2cccc(C)c2)cc(OC)c1OC` (centres undefined) gave Pf apPOL block 1 and mHTT CaM bind 1.
For COc1cccc(C(O)CN2CCN(c3ccc(Cl)cc3)CC2)c1 (centres undefined) the results were Pf apPOL block -10 and mHTT CaM bind 4.
For CCn1c(=O)c(-c2ccc(C(=O)NC3CCCCC3)cc2)nc2cccnc21 the results were Pf apPOL block -3 and mHTT CaM bind -5.
`COc1ccc2c(=O)cc(-c3cc(Br)cc4c3OCOC4)oc2c1` gave Pf apPOL block 0 and mHTT CaM bind 1.
`COc1ccc(-c2nc(C(F)(F)F)c(OC)o2)cc1OC` gave mHTT CaM bind -4.
Cc1ccccc1-n1nc2c(c1NC(=O)c1ccc([N+](=O)[O-])cc1)CS(=O)(=O)C2 was read as Pf apPOL block -1 and mHTT CaM bind -1.
Screening COc1ccc(-c2nnc3n2N=C(c2ccc(F)cc2)CS3)cc1 returned Pf apPOL block -4 and mHTT CaM bind -1.
Screening Cc1cccc(NC(=O)C2CCC(CNS(=O)(=O)c3ccc(Br)s3)CC2)c1 (centres undefined) returned Pf apPOL block -5 and mHTT CaM bind -7.
Cc1cccc(NC(=O)c2ccc(=O)n(C)n2)n1 was read as Pf apPOL block -8 and mHTT CaM bind -8.
Screening O=C(NCCc1ccc(Cl)cc1)c1c(O)c2cccc3c2n(c1=O)CC3 returned Pf apPOL block -4 and mHTT CaM bind 5.
`Cc1ccnc(N2CCC(C(=O)NCCCN3CCCC3=O)CC2)n1` gave Pf apPOL block -4 and mHTT CaM bind -8.
`O=C(Nc1ccc2c(c1)CCC2)c1cc2c(s1)CN(C1CC1)C2` gave Pf apPOL block -3 and mHTT CaM bind 7.

Compounds above that contain a Cl atom:
CC(=O)Nc1ccc(S(=O)(=O)NCCCNc2ccc([N+](=O)[O-])cc2Cl)cc1 was read as Pf apPOL block -6 and mHTT CaM bind 11.
For COc1cccc(C(O)CN2CCN(c3ccc(Cl)cc3)CC2)c1 (centres undefined) the results were Pf apPOL block -10 and mHTT CaM bind 4.
Screening O=C(NCCc1ccc(Cl)cc1)c1c(O)c2cccc3c2n(c1=O)CC3 returned Pf apPOL block -4 and mHTT CaM bind 5.

The main list resumes; the four compounds before the break are reprinted first.
Cc1cccc(NC(=O)c2ccc(=O)n(C)n2)n1 was read as Pf apPOL block -8 and mHTT CaM bind -8.
Screening O=C(NCCc1ccc(Cl)cc1)c1c(O)c2cccc3c2n(c1=O)CC3 returned Pf apPOL block -4 and mHTT CaM bind 5.
`Cc1ccnc(N2CCC(C(=O)NCCCN3CCCC3=O)CC2)n1` gave Pf apPOL block -4 and mHTT CaM bind -8.
`O=C(Nc1ccc2c(c1)CCC2)c1cc2c(s1)CN(C1CC1)C2` gave Pf apPOL block -3 and mHTT CaM bind 7.
Screening CC(=O)N1CCc2ccccc2C1C(=O)NCc1ccccc1C (centres undefined) returned Pf apPOL block 0 and mHTT CaM bind 7.
For Nc1nc(-c2ccc(OCc3ccc(Cl)c(Cl)c3)cc2)cs1 the results were Pf apPOL block -2.
For COc1ccc(OCc2nc(-c3ccc4c(c3)OCCO4)cs2)cc1 the results were Pf apPOL block 5&-4.
Screening Cc1cc(C)c(C#N)c(SS(=O)(=O)c2nc(C)cc(C)c2C#N)n1 returned Pf apPOL block 5.
Screening CN1CCN(c2ncnc3c2nc2n3CCCC2)CC1 returned Pf apPOL block -5 and mHTT CaM bind -1.
`O=c1c2cc(I)ccc2nc(/C=C/c2ccccc2)n1CCO` gave Pf apPOL block 3 and mHTT CaM bind -1.
For COC(=O)c1ccc2c(c1)C(=O)C(=Cc1ccc(C)o1)O2 the results were Pf apPOL block -2 and mHTT CaM bind 4.
For CCn1c(N2CCCC(C(=O)NCc3ccco3)C2)cc(=O)n(C)c1=O (centres undefined) the results were Pf apPOL block -2 and mHTT CaM bind 20.
`CCc1cc(=NNC(=S)Nc2ccc(C)cc2)oc2cc3c(cc12)CCC1(CCCCC1)O3` gave Pf apPOL block -7 and mHTT CaM bind 48.
`C[C@H]1CN(CCc2ccccc2)C(=O)[C@@H]1CC(=O)Nc1ccc(Br)cc1` gave Pf apPOL block -3 and mHTT CaM bind -7.
Screening Cc1sc(NC(=O)C2C3C=CC(O3)C2C(=O)O)nc1-c1ccccc1 (centres undefined) returned Pf apPOL block 1 and mHTT CaM bind -1.
CN(C)CCNC(=O)c1ccc(-c2ccc(N3CCCCCC3)nc2)cc1 was read as Pf apPOL block 5 and mHTT CaM bind 41.
For O=[N+]([O-])c1cccc(C=Nc2ccc3oc(-c4cccc(F)c4)nc3c2)c1O the results were Pf apPOL block 15 and mHTT CaM bind 15.
For CCOc1ccccc1C(=O)Nc1ccc(-n2nncc2-c2ccccc2)cc1 the results were Pf apPOL block -5 and mHTT CaM bind 7.
`CS(=O)(=O)N(CC(=O)NCc1ccncc1)c1cccc([N+](=O)[O-])c1` gave Pf apPOL block -3 and mHTT CaM bind -4.
`Cc1ccc(N2N=NC3C(=O)N(c4ccc(C)c(Cl)c4)C(=O)C32)cc1F` (centres undefined) gave Pf apPOL block 0 and mHTT CaM bind 18.
For CCn1nnnc1-c1ccc(OC)c(S(=O)(=O)Nc2cccc(C(C)=O)c2)c1 the results were Pf apPOL block -4 and mHTT CaM bind 0.
Screening COc1cc(OC)c(OC)cc1CNc1ccc(F)c(F)c1 returned Pf apPOL block -1 and mHTT CaM bind 36.
Clc1ccccc1-n1ncnc1-c1ccc(Br)cc1 was read as Pf apPOL block 3 and mHTT CaM bind 6.
`COc1ccc(OCC(O)CNC(C)C)cc1` (centres undefined) gave Pf apPOL block 0.
Screening C=CC[n+]1c(Nc2ccccc2)sc(C)c1-c1ccccc1 returned Pf apPOL block 1 and mHTT CaM bind 11.
Screening Cc1ccc(/C(N)=N/OC(=O)COc2ccc(Br)c(C)c2)cc1 returned Pf apPOL block -5 and mHTT CaM bind inactive.
Screening CCn1ccc(C(=O)N2CCCn3nc(-c4ccc(Cl)cc4)cc3C2)n1 returned Pf apPOL block -13 and mHTT CaM bind 36.
Screening O=C(Nc1ccc([N+](=O)[O-])cc1Cl)c1cccc(C(=O)Nc2ccc([N+](=O)[O-])cc2Cl)n1 returned Pf apPOL block -24 and mHTT CaM bind -7.
For COc1c(Cl)cc(C(=O)Nc2ccc(C)cc2[N+](=O)[O-])cc1Cl the results were Pf apPOL block -4 and mHTT CaM bind 14.
`COc1ccc(C(=O)c2sc3nc(C)cc(C)c3c2N)cc1` gave Pf apPOL block 3 and mHTT CaM bind -9.
Screening O=C(Nc1cccc(-c2nc3ccccc3o2)c1)c1cnccn1 returned Pf apPOL block -4&2 and mHTT CaM bind 3&-4.
`C=CCNC(=O)COc1ccc(Cl)cc1` gave Pf apPOL block 4 and mHTT CaM bind -14.
Screening COc1ccc(C(NC(=O)CN2C(=O)c3ccccc3C2=O)c2ccccc2)cc1 (centres undefined) returned Pf apPOL block 1 and mHTT CaM bind -5.
Screening CCC(CC)C(=O)N1CCC(c2ccn3ncc(C(=O)N4CCOCC4)c3c2)CC1 returned Pf apPOL block -5 and mHTT CaM bind -6.
Screening CNC(=O)C(=O)Nc1cccc(Cl)c1 returned Pf apPOL block -2 and mHTT CaM bind -2.
Screening Cc1ccc(-c2noc(-c3ccc(N4CCCCC4)nc3)n2)cc1 returned Pf apPOL block 2 and mHTT CaM bind -8.
`O=S1(=O)CC2c3ccccc3CN2CN1Cc1ccc(F)cc1` (centres undefined) gave Pf apPOL block -2 and mHTT CaM bind -2.
For Cc1ccc(-c2cc(C(F)(F)F)n3nc(C(=O)N(C)CCC#N)cc3n2)cc1 the results were Pf apPOL block -4 and mHTT CaM bind 4.
c1ccc(-n2nnnc2SC2c3ccccc3-c3ccccc32)cc1 was read as Pf apPOL block -7 and mHTT CaM bind -4&-4.
O=c1cc(CN2CCC3(CC2)OCCO3)c2cc3c(cc2o1)OCO3 was read as Pf apPOL block -2 and mHTT CaM bind -1.
Screening Cc1cc(C)nc(N=C(NC(=O)c2ccc(F)cc2)Nc2ccc(F)cc2F)n1 returned Pf apPOL block -5 and mHTT CaM bind -3.
CC(C)(C)OC(=O)NCC(=O)NNC(=S)Nc1ccccc1 was read as Pf apPOL block -2.
`CCOc1ccc(N=c2scc(-c3ccc(S(=O)(=O)N4CCCC4)cc3)n2CC)cc1` gave Pf apPOL block -3 and mHTT CaM bind 4.
For CCn1cc(CC(=O)NC2CCCC2)c2cccnc21 the results were Pf apPOL block -1 and mHTT CaM bind -13.
For CN(C(=O)CSc1nc(N)cc(=O)[nH]1)c1ccccc1 the results were Pf apPOL block -7 and mHTT CaM bind 1.
Screening C=C(C)Cn1c(SCC(=O)O)nnc1-c1ccc(C(C)(C)C)cc1 returned Pf apPOL block -2 and mHTT CaM bind 18.
Screening CCNc1cc(N2CCC(CCC(=O)N3CCN(CCC#N)CC3)CC2)ncn1 returned Pf apPOL block 0 and mHTT CaM bind 1.
For COC(=O)C=C1NCC(OC(=O)c2ccc(C(C)(C)C)cc2)CNC1=O (centres undefined) the results were Pf apPOL block -2.
O=C(Nc1ccc(N=Cc2ccc(O)c(O)c2)cc1)c1ccc(F)cc1 was read as Pf apPOL block -5 and mHTT CaM bind 10.
Cc1ccc(S(=O)(=O)N2CCCC(C)(C(=O)NCc3ccccc3C)C2)c(C)c1 (centres undefined) was read as Pf apPOL block -3 and mHTT CaM bind 2.
For COc1ccc(C(O)=C2C(=O)C(=O)N(Cc3cccnc3)C2c2ccc([N+](=O)[O-])cc2)cc1C (centres undefined) the results were Pf apPOL block -1 and mHTT CaM bind -3.
`CS(=O)(=O)Nc1ccc(N2CCN(c3ccc(C(F)(F)F)cn3)CC2)nc1` gave Pf apPOL block -28.
Cc1cc([N+](=O)[O-])ccc1NC(=O)c1ccncc1 was read as Pf apPOL block -1 and mHTT CaM bind 1.
For N#CC1=C(N)Oc2n[nH]c(-c3ccc4c(c3)OCO4)c2C1c1cccc(O)c1 (centres undefined) the results were Pf apPOL block -10 and mHTT CaM bind 20.
`CC(NS(=O)(=O)c1c(Cl)cccc1Cl)C(=O)O` (centres undefined) gave Pf apPOL block -3&-26 and mHTT CaM bind -4&0.
`Cc1cc(C(=O)Nc2sc3c(c2-c2nc4ccccc4s2)CCCC3)on1` gave Pf apPOL block 1 and mHTT CaM bind -2.
For CN1C(=O)c2ccccc2Oc2ccc(C(=O)NCc3cccs3)cc21 the results were Pf apPOL block -12 and mHTT CaM bind 6.
For COCCNC(=O)CCC1CCN(c2cc(NC3CC3)ncn2)CC1 the results were Pf apPOL block -2 and mHTT CaM bind 6.
`CC(=O)Nc1ccc(S(=O)(=O)N2CCN(C(=O)c3ccc([N+](=O)[O-])cc3)CC2)cc1` gave Pf apPOL block -5 and mHTT CaM bind 0.
`CCCN1C(=O)Cc2ccccc2C1C(=O)N1CCN(c2ccccc2)CC1` (centres undefined) gave Pf apPOL block -2 and mHTT CaM bind 20.
Screening c1coc(CNc2nc(N3CCOCC3)nc(N3CCOCC3)n2)c1 returned Pf apPOL block -6 and mHTT CaM bind -3.
For COc1cc(OC)c(-c2nc(-c3ccsc3)c(-c3ccccc3)[nH]2)cc1OC the results were Pf apPOL block -1 and mHTT CaM bind 68*.
`CC1(C)CC(=O)C2=C(C1)N(c1ncn[nH]1)C(N)=C(C#N)C2c1ccc(Br)cc1` (centres undefined) gave Pf apPOL block -1 and mHTT CaM bind -2.
Screening Cc1ccc(=O)n(Cc2ccc(Cl)c(Cl)c2)n1 returned Pf apPOL block -10&-19.
`Cc1cc(-c2nnc(SCC(=O)Nc3ccccc3C(F)(F)F)o2)c(C)o1` gave Pf apPOL block -4 and mHTT CaM bind -2.
Screening CC(C)C(=O)Nc1cccc(NC(=O)COc2ccc([N+](=O)[O-])cc2)c1 returned Pf apPOL block -1 and mHTT CaM bind 0.
COc1ccccc1-c1nc2ccc(C)cn2c1NC(=O)CC(C)C was read as Pf apPOL block -4 and mHTT CaM bind 9.
For Cc1sc(/C=N\NC(N)=O)cc1Br the results were mHTT CaM bind inactive.
CCN1CCN(c2cc3c(nn2)Oc2ccccc2N3C)CC1 was read as mHTT CaM bind -6.
`Cc1cc(C)c2c(=O)[nH]c(SCC(=O)c3ccc(Cl)cc3)nc2n1` gave Pf apPOL block 6 and mHTT CaM bind -5.
c1ccc(-c2csc3ncn4nnnc4c23)cc1 was read as Pf apPOL block -28 and mHTT CaM bind -2.
O=C1CNC23CCCCC2C(c2ccccc2O3)C1C(=O)Nc1ccccc1 (centres undefined) was read as Pf apPOL block -7 and mHTT CaM bind 1.
N#CCc1cccc(OCc2ccccc2)c1 was read as Pf apPOL block -4.

Not a retest: entries from further up.
c1ccc(-c2csc3ncn4nnnc4c23)cc1 was read as Pf apPOL block -28 and mHTT CaM bind -2.
O=C1CNC23CCCCC2C(c2ccccc2O3)C1C(=O)Nc1ccccc1 (centres undefined) was read as Pf apPOL block -7 and mHTT CaM bind 1.
N#CCc1cccc(OCc2ccccc2)c1 was read as Pf apPOL block -4.

These rows are one share of the data; the hit share may differ from the screen's.
